AP complement = orthogonal test for alternative complement pathway inhibitors. AID 1235. Human serum alternative complement pathway, LPS-coated ELISA, C3 deposition; tested in compound mixtures. hit rate 0.08% among 62,000. inhibition, % at 5 µM;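 active = inhibition above 30% in each of the two pooled mixtures holding the compound, so the lower value exceeds 30%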;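 also: 0% = serum in Mg-EGTA without compound and 100% = EDTA serum blank; some compounds past the cut are filed as inactive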
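Test system: human serum complement alternative pathway, C3 deposition onto LPS / Medium: Mg2+-EGTA GVB++ buffer containing human serum at 1:15 dilution / Probe or stimulus: Plate-bound LPS / Times: 1 h at 37 °C / Signal: ELISA with HRP anti-human C3 antibody, TMB substrate, absorbance 450 nm / Measure: percent inhibition / Repeats: two pool placements per compound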
DUSP1 inh = human dual specificity phosphatase 1 inhibition; P28562; recombinant MKP-1, OMFP hydrolysis fluorescence; inhibition, %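 (compounds tested at a single concentration somewhere between 10 and 100 µM)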; hit rate 0.15% among 65,000; AID 374;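 active = inhibition above about 50%, limit read from the data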;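 also: 0% = DMSO max control wells and 100% = wells with enzyme stopped by NaOH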
Target sequence (P28562 whole entry, looked up): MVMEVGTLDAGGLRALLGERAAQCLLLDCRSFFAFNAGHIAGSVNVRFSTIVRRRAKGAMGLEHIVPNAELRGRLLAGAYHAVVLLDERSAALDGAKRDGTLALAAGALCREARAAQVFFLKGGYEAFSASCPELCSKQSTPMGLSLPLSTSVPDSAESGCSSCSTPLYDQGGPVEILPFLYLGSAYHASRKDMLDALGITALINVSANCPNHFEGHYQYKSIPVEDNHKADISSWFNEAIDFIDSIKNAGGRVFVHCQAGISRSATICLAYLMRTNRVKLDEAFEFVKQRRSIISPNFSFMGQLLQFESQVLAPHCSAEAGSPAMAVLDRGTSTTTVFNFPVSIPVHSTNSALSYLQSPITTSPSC
Abs 340nm = absorbance at 340 nm. compound absorbance at 340 nm, fold over control. fold change at 10 µM. 65,000 tested, under 10 active. AID 708;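 active = at 10 µM dose, initial 340 nm absorbance at least 2 fold that of control wells; inactive = change under 2 fold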;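 also: initial absorbance extrapolated from kinetic A340 decline of NADH oxidation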
JNK3 inh = inhibitors of human JNK3 kinase; hit rate 0.61% among 60,000; purified JNK3 kinase activity, HTS; inhibition, % at 8 µM; P53779; in the data active = inhibition above about 17%;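 also: 0% = DMSO and 100% = reference inhibitor; many of its hits are not listed in these tables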
Cdc25B block = human M-phase inducer phosphatase 2 inhibition; inhibition, %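 (compounds tested at 10 µM final in the well)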; recombinant Cdc25B, OMFP fluorescence Ex485/Em525; P30305; hit rate 0.1% among 65,000; in the data active = inhibition above about 50%
Target sequence (P30305 whole entry, looked up): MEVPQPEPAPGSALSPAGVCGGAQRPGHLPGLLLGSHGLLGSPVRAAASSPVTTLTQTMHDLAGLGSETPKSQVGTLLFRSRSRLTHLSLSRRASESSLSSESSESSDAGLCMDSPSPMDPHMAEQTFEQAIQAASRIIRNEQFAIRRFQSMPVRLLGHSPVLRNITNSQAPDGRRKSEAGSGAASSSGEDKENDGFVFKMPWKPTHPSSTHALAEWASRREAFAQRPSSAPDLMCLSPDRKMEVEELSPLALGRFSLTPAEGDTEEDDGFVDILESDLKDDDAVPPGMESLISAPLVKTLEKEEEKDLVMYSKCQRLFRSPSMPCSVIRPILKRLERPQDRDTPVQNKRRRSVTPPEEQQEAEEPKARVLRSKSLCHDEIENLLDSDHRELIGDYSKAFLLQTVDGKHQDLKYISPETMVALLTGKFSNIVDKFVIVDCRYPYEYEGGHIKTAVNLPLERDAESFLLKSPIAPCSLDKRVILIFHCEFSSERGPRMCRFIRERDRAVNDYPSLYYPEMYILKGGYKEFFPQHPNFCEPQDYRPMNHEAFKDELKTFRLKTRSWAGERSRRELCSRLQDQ
FXIIa mix inh = blocks human factor XIIa in pooled compound mixtures. purified FXIIa, fluorogenic substrate. inhibition, % at 5 µM. AID 684. P00748. hit rate 0.2% among 62,000;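 also: 0% = enzyme without compound and 100% = no enzyme blank; some results filed as inactive read as strong as hits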
Hsp90 block = displaces geldanamycin probe from tumor Hsp90. P07900. NCI-N417 lysate Hsp90, Cy3B-geldanamycin FP displacement. inhibition, % at 30 µM. hit rate 0.35% among 64,000. AID 429;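 active = inhibition above 50%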;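 also: 0% = tracer plus lysate wells and 100% = tracer alone without lysate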
FXIa mix inh = blocks human factor XIa in pooled compound mixtures; purified FXIa, fluorogenic substrate; inhibition, % at 5 µM; hit rate 0.19% among 62,000; P03951;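 also: each value is inhibition by a whole ten-compound pool holding the compound; 0% = enzyme with no mixture and 100% = wells lacking enzyme; strong numbers were not always called active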
MMP-13 inhibitor = inhibitors of human MMP13 | MMP-13 fTHP FRET cleavage, Mca fluorescence | inhibition, % at 4 µM | hit rate 0.07% among 65,000 | AID 570;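 active = inhibition above the mean of compound-free control plate wells plus 3 SD, cut at about 14% in these data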;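 also: 0% = DMSO wells and 100% = wells with reference MMP-13 inhibitor after basal subtraction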
The depositor's hits bear a star; x = no result given; [ ] = remark or other dose. Rule as the data show it, unless noted: active = inhibition above about 20% (passing the limit was not always enough); inactive = the rest.

#	mol	AP complement	Cdc25B block	FXIIa mix inh	Abs 340nm	FXIa mix inh	DUSP1 inh	Hsp90 block	JNK3 inh	MMP-13 inhibitor
1	O=C(NCc1cccnc1)c1ccc(CS(=O)(=O)c2ccc(Br)cc2)o1	18.0	-6.2	-21.3	1.03	6.4	10.0	-1.5	-3.5	-4.5
2	COc1cccc(C(=O)Nc2ccc(-c3nc4ccccc4o3)c(O)c2)c1	-7.0	-0.5	7.1	1.23	-12.1	19.8	-13.7	4.2	-69.7[fluorescence artefact?]
3	O=C(c1cc2ccccc2oc1=O)N(Cc1ccco1)CC1CCCO1 (stereo not given)	-8.7	2.3	10.8	1.02	-5.6	-20.9	0.0	2.2	0.9
4	CCN(CC)CC(O)Cn1c2ccccc2c2ccccc21 (stereo not given)	11.9	-26.0	5.0	1.04	-2.1	1.2	-1.0	-1.2	0.1
5	Clc1ccccc1-c1nnc2sc(-c3ccco3)nn12	x	-3.4	x	1	x	-21.2	-5.4	-18.9	1.5
6	CC(C)(Oc1ccc(Cl)cc1)C(=O)NCc1ccco1	-4.1	-4.0	17.7	1.07	5.0	5.6	-0.9	3.0	5.7
7	COCc1cc(C)nc2sc3c(=O)n(Cc4ccco4)nnc3c12	15.9	-5.8	-3.9	1.06	5.2	-0.1	2.1	-12.0	3.9
8	O=c1o[nH]c(-c2ccccc2)c1C1=NCCCCC1	-28.0	7.5	8.5	1.02	2.8	-11.8	-2.2	8.5	0.1
9	CCC(=O)Nc1ccc(NC(=O)C23CC4CC(CC(C4)C2)C3)cn1	9.2	-5.5	-0.5	1.05	4.6	1.2	-7.5	2.5	-0.7
10	CCn1cc(C(=O)NCCN(C)CCc2ccccc2)c(=O)c2cc(S(=O)(=O)N(C)C)ccc21	11.6	-24.4	2.7	1.01	2.5	11.8	-5.4	-2.6	5.6
11	CC1(C)Cc2c(c(N3CCOCC3)nc3sc4c(=O)[nH]cnc4c23)CS1	x	6.0	x	1.09	x	-8.1	-8.3	1.7	-17.8
12	COc1ccc(NC(=O)Nc2nnc(N3CCCCC3C)s2)cc1OC (stereo not given)	10.9	-17.1	-20.1	1.02	-7.5	16.9	1.6	7.7	-5.3
13	O=S(=O)(c1ccccc1)c1nc(-c2ccccc2)oc1NCc1cccnc1	17.0	21.7	12.0	1.05	2.5	-0.3	-5.0	-13.2	-7.8
14	Cc1cc(C)cc(CC2CC(=O)N(c3ccc4c(c3)OCCO4)C2=O)c1 (stereo not given)	14.3	-8.8	1.4	1.07	1.4	5.6	1.5	1.8	8.9
15	Cc1cc(C)c2c(=O)n(CC(=O)NCCCN3CCOCC3)sc2n1	6.1	-5.6	-1.2	0.99	3.6	-4.4	-1.2	-0.1	-9.9
16	Cc1ccccc1S(=O)(=O)Cc1ccc(C(=O)N2CCN(C3CCCCC3)CC2)o1	20.0	-16.0	4.6	1.04	0.1	-4.3	0.1	-5.1	-6.6
17	CCOC(=O)c1[nH]c(C)c(/C(O)=C2\C(=O)C(=O)N(CCN(C)C)C2c2cccc(OC)c2OC)c1C (stereo not given)	-1.8	3.7	0.8	1.11	1.4	-13.0	-1.4	0.6	-1.2
18	O=C(CCN1c2ccccc2Sc2ccccc21)OCc1nnc(-c2ccccc2)o1	16.5	-21.3	6.3	1	1.0	15.2	-1.7	-1.9	-2.6
19	Cc1nc(CSc2nnc3scc(-c4ccc(Cl)cc4)n23)cs1	-2.7	0.7	12.4	1.09	9.2	-1.0	-5.8	x	1.2
20	c1cncc(-c2nnc(C3CCCCC3)o2)c1	-4.5	-2.6	-5.0	1	-18.1	14.3	1.8	6.2	0.9

Following part.
#	mol	AP complement	Cdc25B block	FXIIa mix inh	Abs 340nm	FXIa mix inh	DUSP1 inh	Hsp90 block	JNK3 inh	MMP-13 inhibitor
21	Cc1nc2nc[nH]n2c(=O)c1NC(=O)CC12CC3CC(CC(C3)C1)C2	22.6	-17.5	-16.1	1	3.6	7.2	-3.5	3.1	2.6
22	Cc1nc2nc3c(c(=O)n2[nH]1)CCC3	2.4	0.1	-7.8	1.01	-4.4	-28.9	-6.1	-1.4	3.9
23	CN(C)c1cc[n+](Cc2ccccc2)cc1	0.4	1.0	6.0	1.02	15.2	28.4	-3.0	-6.3	9.1
24	CC1Cc2nc(SCC(=O)Nc3ccc4c(c3)OCCO4)n(C)c(=O)c2S1 (stereo not given)	x	-6.0	x	1.03	x	13.3	-6.8	3.2	-7.5
25	COC(=O)CSc1nnc(-c2ccc(OC)cc2OC)o1	-1.6	2.5	-15.8	1	6.7	-17.4	-1.0	-1.9	1.9
26	O=C(NC1CCCCC1)C1CC(O)CN1C(=O)OCc1ccccc1 (stereo not given)	0.7	-11.6	7.9	1	7.4	15.5	0.9	4.9	6.2
27	O=C(NC(c1ccccc1)c1ccccc1)C1CCCN(S(=O)(=O)c2cnc[nH]2)C1 (stereo not given)	13.5	-4.0	-0.8	1.02	8.0	1.1	1.9	1.8	-0.2
28	N#Cc1cc2c(nc1SCC(=O)N1CCCCC1)CCCC2	-7.3	-11.2	-26.3	1.01	0.7	-5.0	-2.3	-2.9	1.6
29	O=C(CC(c1ccccc1)c1cc(Br)ccc1O)NCCN1CCOCC1 (stereo not given)	14.6	-11.3	2.5	1.03	11.8	8.5	-1.1	1.4	6.8
30	CCOC(=O)C1=C(C)Nc2nc(SC)nn2C1c1ccc(C(=O)OC)cc1 (stereo not given)	18.2	2.3	4.2	1	9.9	34.6	-2.6	0.8	-1.0
31	CCCOC(=O)c1ccc(NC(=O)C2C3C=CC(O3)C2C(=O)O)cc1 (stereo not given)	5.7	-7.5	1.3	1.03	-1.5	-1.7	-6.8	-2.5	5.6
32	O=C(NC1CCCCC1)c1cccnc1C(=O)O	-6.2	-8.7	9.0	1.03	3.3	3.0	-1.8	5.7	4.5
33	Nc1nc(-c2ccc3c(c2)CCCC3)cs1	-3.5	-12.7	1.7	0.98	4.7	14.6	x	x	3.4
34	COc1ccc(S(=O)(=O)N(CC(=O)N2CCOCC2)c2cc(Cl)ccc2OC)cc1OC	-20.6	-4.9	2.9	0.97	-0.2	3.4	-3.5	4.5	-1.7
35	COc1ccccc1N1CCN(C(=O)CCCn2c(=O)[nH]c3ccsc3c2=O)CC1	19.8	-7.6	-19.6	0.99	5.1	12.8	3.6	13.8	-0.9
36	Cc1cccc(OC(C)C(=O)N(Cc2cccs2)C2CCS(=O)(=O)C2)c1C (stereo not given)	-7.5	0.5	7.8	1.03	5.5	22.4	1.0	-1.3	4.3
37	CCc1nnc(NC(=O)C2CCN(C(=O)NC3CCCCC3)CC2)s1	34.1*	-6.3	3.9	1.01	1.8	6.7	-0.1	1.6	-2.9
38	COc1ccc(Nc2nc(C(=O)NCCCN3CCOCC3)cs2)cc1	3.2	-1.4	-15.4	0.94	-13.3	8.3	-4.0	10.3	-5.0
39	O=C(CCC(=O)N1CCN(S(=O)(=O)c2ccccc2)CC1)c1cccs1	-3.3	-7.4	1.6	1	-0.7	11.2	-5.5	-2.6	-5.7
40	O=C(c1ccco1)N1CCN(C(c2ccc(F)cc2)c2nnnn2CC2CCCO2)CC1 (stereo not given)	5.1	-1.7	1.8	0.97	4.4	-11.2	1.0	-8.6	-0.1

As entered above:
entry 39 @ JNK3 inh: -2.6
entry 36 @ Hsp90 block: 1.0
entry 27 @ AP complement: 13.5

Other records
#	mol	AP complement	Cdc25B block	FXIIa mix inh	Abs 340nm	FXIa mix inh	DUSP1 inh	Hsp90 block	JNK3 inh	MMP-13 inhibitor
41	O=C(O)c1cccc(C(=O)O)n1	-7.9	-4.2	4.4	0.99	-5.5	-10.3	47.5	4.9	-5.3
42	CN1CCN(CCC(=O)Nc2cccc(F)c2)CC1	4.7	-1.1	-0.2	1.02	3.3	14.5	-4.1	0.3	3.9
43	CCc1nnc(NC(=O)CSc2nnc(-c3ccco3)n2CC)s1	13.7	-1.4	0.3	0.97	1.2	16.3	-0.9	2.6	1.7
44	COc1cccc(-n2cnc3scc(-c4cccs4)c3c2=O)c1	-11.3	-9.6	3.9	1.05	4.2	11.5	-3.4	3.3	-2.6
45	O=C(CSc1nnc(-c2ccco2)n1Cc1ccco1)N1CCOCC1	5.7	-3.6	9.7	1.01	2.7	-10.2	-3.9	1.6	4.4
46	CCCS(=O)(=O)N1CCC(C(=O)NC2CCCCC2C)CC1 (stereo not given)	14.9	12.7	15.7	0.99	6.2	2.5	0.4	1.9	-3.9
47	CC1(C)Cc2nc(NCCN3CCOCC3)c(C#N)cc2CO1	x	-4.5	x	1.06	x	-13.8	-2.9	-3.2	1.7
48	Cn1c(-c2ccco2)nc2cc3ccccc3cc21	-3.6	-9.4	9.7	1.12	-5.8	20.4	0.1	-4.5	-306.3[fluorescence artefact?]
49	Cc1ccc(NC(=O)Cn2nc(C)cc2C)cc1	14.4	-14.8	-3.8	0.97	1.5	-8.2	0.8	0.4	1.5
50	CC(C)(C)c1cc(C(=O)N2CCN(c3ncccn3)CC2)ccn1	13.2	-0.3	5.4	1.06	4.9	28.2	0.2	-7.0	-3.5
51	COC(=O)c1cc(-c2ccc(Br)cc2)n[nH]1	-3.3	-0.3	-12.6	1.02	6.0	0.9	-1.1	x	4.2
52	Cc1ccc2c(c1)C(O)(CC(=O)c1ccc3c(c1)OCO3)C(=O)N2 (stereo not given)	1.9	-2.8	0.2	1.01	7.3	14.1	-8.4	6.7	1.8
53	O=C(c1ccc(CS(=O)(=O)c2ccc(Br)cc2)o1)N1CCCC1	4.3	-13.5	-16.8	1.02	3.1	-2.8	-2.2	4.4	4.9
54	COc1ccc(-c2ccc(-c3noc(-c4ccccc4F)n3)c(OC)n2)cc1	9.6	-3.9	5.8	1.08	-3.4	4.4	-7.1	0.2	-4.4
55	O=C(CCNS(=O)(=O)c1cccc2nsnc12)NC1CCCc2ccccc21 (stereo not given)	3.0	-14.5	25.1	1.05	3.5	12.3	x	x	5.9

By substructure: the compounds so far with fluorine (three)
#	mol	AP complement	Cdc25B block	FXIIa mix inh	Abs 340nm	FXIa mix inh	DUSP1 inh	Hsp90 block	JNK3 inh	MMP-13 inhibitor
40	O=C(c1ccco1)N1CCN(C(c2ccc(F)cc2)c2nnnn2CC2CCCO2)CC1 (stereo not given)	5.1	-1.7	1.8	0.97	4.4	-11.2	1.0	-8.6	-0.1
42	CN1CCN(CCC(=O)Nc2cccc(F)c2)CC1	4.7	-1.1	-0.2	1.02	3.3	14.5	-4.1	0.3	3.9
54	COc1ccc(-c2ccc(-c3noc(-c4ccccc4F)n3)c(OC)n2)cc1	9.6	-3.9	5.8	1.08	-3.4	4.4	-7.1	0.2	-4.4

Screening results as filed in PubChem BioAssay.
